PAFAH1B3 inh – PAFAH1B3 enzyme inhibitors, primary screen, biochemical, fluorescence polarization, human | inhibition, % at 3.39 µM | recombinant PAFAH1B3, FP-rhodamine probe | actives 0.28% (n = 340,000) | Platelet-activating factor acetylhydrolase IB subunit alpha1 (Homo sapiens), Q15102;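 active means inhibition above the screen-wide average of all tested compounds plus 3 SD, cut at about 25% in these data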;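 further: 0% = enzyme with DMSO only and 100% = wells lacking PAFAH1B3 protein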
Target sequence (Q15102 whole entry, looked up): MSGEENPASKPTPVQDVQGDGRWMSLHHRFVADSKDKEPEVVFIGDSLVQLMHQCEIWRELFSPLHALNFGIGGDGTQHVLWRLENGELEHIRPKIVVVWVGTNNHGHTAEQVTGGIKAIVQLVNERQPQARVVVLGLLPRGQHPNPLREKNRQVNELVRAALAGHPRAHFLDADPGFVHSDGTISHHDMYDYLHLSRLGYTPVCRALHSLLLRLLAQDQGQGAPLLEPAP
PAFAH1B2 inh – PAFAH1B2 enzyme inhibitors, primary screen, biochemical, fluorescence polarization, human. actives 1.2% (n = 340,000). recombinant PAFAH1B2, FP-rhodamine activity probe. inhibition, % at 3.39 µM;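 active means inhibition above the mean of all tested compounds plus 3 SD, cut at about 24% in these data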;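 further: 0% = enzyme with DMSO and 100% = wells lacking PAFAH1B2; many of its hits are not listed in these tables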
PME-1 inh – PME-1 inhibitors via competitive probe labeling, primary screen, biochemical, fluorescence polarization, FP-Rh probe, HTS; Protein phosphatase methylesterase 1 (Homo sapiens), Q9Y570; recombinant PME-1; inhibition, % at 5.9 µM; actives 0.53% (n = 320,000);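 active means inhibition above the campaign mean of all compounds plus 3 SD, cut at about 26% in these data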;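 further: competitive labeling of PME-1 active site by serine hydrolase directed probe; 0% = PME-1 with DMSO and 100% = wells lacking PME-1 enzyme; inhibitors block probe labeling so polarization falls and inhibition rises; many of its hits are not listed in these tables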
Target sequence (Q9Y570 whole entry, looked up): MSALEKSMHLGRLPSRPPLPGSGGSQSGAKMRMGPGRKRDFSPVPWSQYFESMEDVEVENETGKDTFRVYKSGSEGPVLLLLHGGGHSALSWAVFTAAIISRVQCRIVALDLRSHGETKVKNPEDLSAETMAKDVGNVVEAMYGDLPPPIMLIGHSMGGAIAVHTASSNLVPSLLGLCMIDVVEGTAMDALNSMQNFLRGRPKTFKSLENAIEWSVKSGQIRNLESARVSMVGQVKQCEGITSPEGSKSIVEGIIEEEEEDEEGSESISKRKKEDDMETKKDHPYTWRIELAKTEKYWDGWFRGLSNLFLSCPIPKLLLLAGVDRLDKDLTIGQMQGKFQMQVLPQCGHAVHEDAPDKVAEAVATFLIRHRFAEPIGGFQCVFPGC
PREPL inhibitor – PREPL enzyme inhibitors, primary screen, biochemical, fluorescence polarization | Prolyl endopeptidase-like (Homo sapiens), Q4J6C6 | recombinant PREPL, fluorescence polarization activity-based probe | inhibition, % at 5.96 µM | actives 0.68% (n = 320,000) | AID 2751, 2010; in the data active means inhibition above about 43%;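 further: 0% = enzyme with DMSO and 100% = wells lacking enzyme; many of its hits are not listed in these tables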
pPAFAH FP inh – pPAFAH enzyme inhibitors, primary screen, biochemical, fluorescence polarization, human; Platelet-activating factor acetylhydrolase (Homo sapiens), Q13093; recombinant pPAFAH, FP-rhodamine probe fluorescence polarization; inhibition, % at 3.39 µM; actives 1.5% (n = 330,000);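 active means inhibition above the mean inhibition across the screen plus 3 SD, cut at about 25% in these data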;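 further: inhibitors block binding of the rhodamine activity-based probe so polarization drops; 0% = enzyme with DMSO and 100% = wells lacking pPAFAH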
LYPLA1 inh – LYPLA1 inhibitors, primary screen, counter-screen for PME1 inhibitor project, biochemical, fluorescence polarization, FP-Rh probe ABPP. recombinant LYPLA1. inhibition, % at 5.9 µM. actives 0.16% (n = 320,000). AID 2174, 2009;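 active means inhibition above the mean of all tested compounds plus 3 SD, set per campaign, cut at about 14% in these data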;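 further: inhibitors block serine hydrolase probe labeling of LYPLA1 so polarization falls; 0% = enzyme with DMSO and 100% = wells lacking LYPLA1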
PAD4 FP inh – human PAD4 inhibitors, primary screen, biochemical, fluorescence polarization, 1536-well format; actives 0.41% (n = 330,000); AID 485272, 2010; inhibition, % at 6.36 µM; Protein-arginine deiminase type-4 (Homo sapiens), Q9UM07; recombinant PAD4, RCA probe fluorescence polarization;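 active means percent inhibition above a cutoff equal to the mean of all tested compounds plus 3 SD, cut at about 15% in these data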;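 further: 0% = PAD4 with RCA probe and DMSO and 100% = probe without PAD4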
GSTO1 inh – inhibitors of recombinant GSTO1, primary screen, counter-screen for RBBP9 inhibitor project, biochemical, fluorescence polarization. inhibition, % at 5.96 µM. actives 1.1% (n = 300,000). AID 1974, 2009. Glutathione S-transferase omega-1 (Homo sapiens), P78417. activity-based probe fluorescence polarization;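 active means inhibition above the campaign mean inhibition plus 3 SD, cut at about 35% in these data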;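 further: 0% = GSTO1-1 with DMSO and 100% = wells lacking GSTO1-1 enzyme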
LYPLA2 inh – LYPLA2 inhibitors, primary screen, counter-screen for PME1 inhibitor project, biochemical, fluorescence polarization, FP-Rh probe ABPP. recombinant LYPLA2. actives 0.38% (n = 320,000). inhibition, % at 5.9 µM. Acyl-protein thioesterase 2 (Homo sapiens), O95372;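 active means inhibition above the screen-wide mean plus 3 SD, limit set per campaign, cut at about 26% in these data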;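 further: 0% = LYPLA2 with DMSO and 100% = wells lacking LYPLA2 enzyme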
Target sequence (O95372 whole entry, looked up): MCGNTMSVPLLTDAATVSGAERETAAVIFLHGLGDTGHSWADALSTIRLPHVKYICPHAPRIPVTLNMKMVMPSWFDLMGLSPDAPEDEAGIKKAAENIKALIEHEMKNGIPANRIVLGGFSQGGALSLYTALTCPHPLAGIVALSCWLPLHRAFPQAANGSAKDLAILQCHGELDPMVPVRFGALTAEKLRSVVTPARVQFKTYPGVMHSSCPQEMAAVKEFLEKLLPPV
The depositor's hits bear a star; / = not tested or not shown. Not all compounds are listed, so the mix of outcomes need not match the whole.

SMILES	PAFAH1B3 inh	PAFAH1B2 inh	PME-1 inh	PREPL inhibitor	pPAFAH FP inh	LYPLA1 inh	PAD4 FP inh	GSTO1 inh	LYPLA2 inh
Cc1c(OCC(=O)NCCCN2CCCC2=O)ccc2c3c(c(=O)oc12)CCCC3	6	-5	-1	18	2	4	3	-3	15
CCC(c1nnnn1Cc1ccccc1)N1CCN(c2ccc(OC)cc2)CC1 (stereo unspecified)	2	8	3	14	5	3	0	-7	7
CC(NC(=O)c1ccccc1)c1nnc(SCC(=O)NC2CCCC2)n1C (stereo unspecified)	9	0	0	11	-2	1	-6	-4	6
CCS(=O)(=O)c1nc(S(=O)(=O)c2ccc(C)cc2)c(N2CC(C)OC(C)C2)s1 (stereo unspecified)	4	5	6	-1	6	-1	-5	-11	3
Cn1c(Cn2cnc3ccccc32)nnc1SCc1ccccc1	-2	-1	-6	2	3	-2	2	9	2
CCN(CC)CCCC(C)NC(=O)c1cccc(S(=O)(=O)N2CCc3ccccc32)c1 (stereo unspecified)	-2	0	0	-21	-7	0	-4	0	-6
COc1ccc(NCC(=O)Nc2ccc(Cl)cc2C)c(OC)c1	3	0	0	28	5	-2	-4	8	1
CCc1ccc(C(C(=O)NC2CCCC2)N(C(=O)/C=C/C(=O)Nc2cc(C)on2)c2ccccc2C)cc1 (stereo unspecified)	7	-10	5	5	-3	-1	-2	-2	2
O=C(Nc1ccc2c(c1)OCCO2)C1CCN(S(=O)(=O)c2cccs2)CC1	-4	1	11	2	7	-1	-2	1	0
CCN(c1ccccc1)S(=O)(=O)c1ccc(OC)c(NC(=O)C2CCC2)c1	8	3	/	0	14	/	-2	/	/

SMILES	PAFAH1B3 inh	PAFAH1B2 inh	PME-1 inh	PREPL inhibitor	pPAFAH FP inh	LYPLA1 inh	PAD4 FP inh	GSTO1 inh	LYPLA2 inh
CCn1c(SCC(=O)NC2CCCCC2)nnc1-c1cccs1	5	-2	1	10	3	-1	-1	3	1
CC(C)(C)[C@@H]1COC(=O)[C@H](Cc2ccc(F)cc2)C/C=C\C[C@@H](CC(=O)NCCO)C(=O)N1	4	32*	/	24	2	/	4	/	/
CN(CC(=O)Nc1ccc(F)c(F)c1F)C(=O)CCc1nc2sc3c(c2c(=O)[nH]1)CCCC3	-2	4	-1	9	10	3	-2	6	1
Cc1nc2oc3c(NCC4CCCO4)ncnc3c2c2c1COC(C)(C)C2 (stereo unspecified)	12	2	0	1	4	1	-5	3	8
CCn1c(=O)n(CC)c2cc(N3CCCC3)c(NC(=O)c3c(F)cccc3F)cc21	0	0	2	1	8	-3	1	2	3
C=CCC[C@@H](Cc1ccc(F)cc1)C(=O)OC[C@@H](Cc1ccccc1)NC(=O)[C@H](CC=C)CC(=O)NCCO	10	3	/	7	6	/	0	/	/
CCC(C)NC(=O)N[C@@H](CCSC)C(=O)OC (stereo partly specified)	-2	-1	0	11	1	0	1	8	1
Cn1c(=O)c2c(nc(Oc3ccc4c(c3)OCO4)n2Cc2ccc(Br)cc2)n(C)c1=O	/	/	3	0	-1	3	1	14	-3
O=C(/C=C/c1ccccc1)NCCc1nc2ccccc2[nH]1	1	5	-1	-13	0	-1	-1	7	-5
O=C(CN1CCN(S(=O)(=O)c2ccccc2)CC1)Nc1ccc(Cl)c([N+](=O)[O-])c1	1	4	4	-1	0	0	3	-3	4

SMILES	PAFAH1B3 inh	PAFAH1B2 inh	PME-1 inh	PREPL inhibitor	pPAFAH FP inh	LYPLA1 inh	PAD4 FP inh	GSTO1 inh	LYPLA2 inh
COc1ccc(C)cc1NC(=O)COC(=O)c1ccc([N+](=O)[O-])o1	6	2	-2	-4	11	5	-11	4	8
Cc1cc(=O)n2nc(N3CCC(C(=O)NCc4ccc(F)cc4)CC3)sc2n1	2	0	-4	14	-1	-5	2	-1	-2
Cc1ccc(N2N=C(c3ccc(Br)cc3)CCC2=O)cc1	-6	4	-14	-9	-6	-6	-3	-2	-10
COc1ccc2nc(NC(=O)CSc3nnc(-c4ccoc4C)n3C)sc2c1	2	7	-3	17	1	3	6	-8	3
Cc1cc(C)c(OCC(=O)N(C)CC(=O)Nc2ccc(N3CCOCC3)cc2)c(C)c1	5	7	3	-3	2	2	4	10	1
CCN(CC(=O)Nc1c(F)cccc1F)C(=O)c1ccc(S(=O)(=O)NCc2ccco2)cc1	-3	3	2	7	6	2	0	5	-2
COc1cccc(C(=O)c2c(C)c(CCC#N)n3ccccc23)c1	5	2	-2	3	-6	-5	2	7	-11
COCCCN1C(=O)C(=O)/C(=C(/O)c2ccc(S(=O)(=O)N3CCOCC3)cc2)C1c1ccc(Cl)cc1 (stereo unspecified)	5	-4	-2	6	0	1	-1	-9	-3
O=C(NCCc1ccccc1)c1ccc(=O)[nH]c1	6	1	-3	-3	3	-5	1	-6	-2
O=C(C1=C[C@@H](C2CC2)C[C@@H](OCCCCO)O1)N1CCN(Cc2ccc3c(c2)OCO3)CC1	8	4	2	17	5	1	2	0	1

SMILES	PAFAH1B3 inh	PAFAH1B2 inh	PME-1 inh	PREPL inhibitor	pPAFAH FP inh	LYPLA1 inh	PAD4 FP inh	GSTO1 inh	LYPLA2 inh
CCOc1ccc(S(=O)(=O)N2CCCC(C(=O)NCc3ccncc3)C2)cc1C (stereo unspecified)	-3	1	7	10	-2	4	6	9	-2
C=CCn1c(=O)c2ccccc2n2c(SCC(C)=O)nnc12	3	8	7	-6	-1	2	1	-2	-8
O=C(O)CCCn1cc(NC(=O)c2sc3ccccc3c2Cl)cn1	14	0	1	-3	4	-3	-2	2	4
COc1cc2c(cc1OC)C(c1ccc(-c3ccccc3Cl)o1)=NCC2	6	1	-1	20	0	-2	-17	8	1
Cc1cc(C)n(-c2ccc(C(=O)OCc3ccccc3)cc2)n1	-7	1	9	-31	12	-1	-1	4	3
CO/N=C/c1ccc(N2CCN(C(=O)c3cccc(C(F)(F)F)c3)CC2)c([N+](=O)[O-])c1	1	1	0	-21	3	5	0	2	88*
CCn1ncc(NC(=S)NCCc2ccccc2)c1C(N)=O	11	5	-2	0	-1	-1	-5	-6	4
Cc1ccc(CNS(=O)(=O)c2c(C(=O)N3CCCCC3)c(C)n(C)c2C)o1	4	0	0	-2	6	-2	-1	6	-1
COc1ccc(SCCN2CCN(CC(C)C)CCC2=O)cc1	1	1	6	9	9	1	2	13	-1
CCSc1n[nH]c(=O)[nH]c1=O	4	1	0	-1	11	-1	-1	-4	-1

SMILES	PAFAH1B3 inh	PAFAH1B2 inh	PME-1 inh	PREPL inhibitor	pPAFAH FP inh	LYPLA1 inh	PAD4 FP inh	GSTO1 inh	LYPLA2 inh
Cc1ccc(-c2nnn(CC(=O)N(Cc3ccccc3)C(C(=O)NC3CCCC3)c3ccncc3)n2)o1 (stereo unspecified)	5	-3	-1	-12	5	-1	1	0	-2
CCSc1nnc(NC(=O)C(Cc2ccccc2)n2cccc2)s1 (stereo unspecified)	10	8	1	-6	4	-4	2	-11	-4
COc1ccc(C)cc1NC(=O)c1cc(S(=O)(=O)N2CCCCC2)ccc1N1CCOCC1	10	6	4	2	5	2	-1	/	0
Cc1ccc(C)c(NC(=S)NC(NC(=O)Cc2ccccc2)C(Cl)(Cl)Cl)c1 (stereo unspecified)	-30	-19	-46	9	4	-33	-5	-23	-67
Cc1nc(Nc2ccc(Cl)cc2)c2nnn(Cc3ccccc3)c2n1	6	-1	-3	-4	6	3	-5	-5	4
COc1cc(C(=O)NCCC(=O)NCCN2CCOCC2)cc(OC)c1OC	5	0	-3	4	-5	-1	5	-4	2
CC(C(=O)NC1CCCC1)N1CCN(Cc2ccccc2)CC1 (stereo unspecified)	-2	6	2	7	6	-2	10	-2	6
Cc1ccc(Cl)cc1N1CCN(C(=O)c2cc3c(=O)n(C)c4ccccc4c3n2C)CC1	8	8	-4	1	-2	-3	3	5	-2
CC(=O)c1ccc(NC(=O)CN2C(=O)COc3ccc(Cl)cc32)cc1	8	-4	-6	-6	-5	1	-2	4	5
CC1CCCC(NS(=O)(=O)c2cc3c(cc2Cl)NC(=O)CO3)C1C (stereo unspecified)	1	6	-2	-5	5	-2	4	6	-6

SMILES	PAFAH1B3 inh	PAFAH1B2 inh	PME-1 inh	PREPL inhibitor	pPAFAH FP inh	LYPLA1 inh	PAD4 FP inh	GSTO1 inh	LYPLA2 inh
O=C(NCc1ccccc1Cl)c1ccc(NC2=NC3CS(=O)(=O)CC3S2)cc1 (stereo unspecified)	8	8	-1	10	-5	-1	-3	2	1
Cc1ccc2c(CC(=O)NNC(=O)c3ccncc3)coc2c1	4	4	-2	-5	4	-3	-3	2	2
O=C(C1CCN(S(=O)(=O)c2cnc[nH]2)CC1)N(CCc1ccccc1)Cc1ccccc1	-1	8	7	11	5	-1	-3	-14	-1
O=C(COc1coc(CN2CCCc3ccccc32)cc1=O)Nc1ccccc1	2	1	1	2	3	0	0	6	-4
COc1cc(/C=N/NC(=O)c2cccc([N+](=O)[O-])c2)cc(OC)c1O	8	5	-10	11	5	-2	3	10	-2
N#C/C(=C\c1ccccn1)c1nc2ccccc2s1	9	6	6	13	5	-2	-14	-2	-8
Cc1noc(C)c1COC(=O)CCc1nc2ccccc2c(=O)[nH]1	8	8	-2	-2	3	-5	-5	5	1
C=CCn1c(=NC(=O)c2cc(Cl)sc2Cl)sc2cc(S(N)(=O)=O)ccc21	-11	-3	-16	-28	2	-10	-8	-7	-11
Cc1oc(-c2ccc(Cl)cc2)nc1CN1CCCC(C(=O)N2CCN(C(=O)c3ccco3)CC2)C1 (stereo unspecified)	-1	3	-3	33	8	-3	2	-6	-3
